# Screening data as filed in PubChem.
# dFosB activator: activators of delta FosB homodimer, primary screen, biochemical, fluorescence polarization, TAMRA-CDK5 oligo, single point; Protein FosB (Mus musculus), P13346; purified delta FosB; percent of positive-control signal above neutral wells; activation, % at 25 µM; 340,000 tested, 0.99% active; AID 493131, 2011;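 active = mean activation above about 17%, with every replicate also reaching it, limit read from the data, passing the limit was not always enough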;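 note: fluorescence polarization rise as delta FosB binds a TAMRA Cdk5 AP-1 oligo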
# SR-BI HDL uptake: inhibitors of SR-BI mediated HDL lipid uptake, primary screen, ldlA[mSR-BI] cells, fluorescence, single point; Scavenger receptor class B member 1 (Mus musculus), Q61009; inhibition, % at 12.5 µM; 320,000 tested, 0.96% active; ldlA[mSR-BI] CHO cells, DiI-HDL uptake fluorescence, 3 h;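 active = mean replicate inhibition of at least 70% and a set share of replicates each scoring 70 or more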;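 note: 0% = median of neutral control wells and 100% = median of positive control wells; values of inactives mirror those of a sister screen read the other way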
# Target sequence (Q61009 whole entry, looked up): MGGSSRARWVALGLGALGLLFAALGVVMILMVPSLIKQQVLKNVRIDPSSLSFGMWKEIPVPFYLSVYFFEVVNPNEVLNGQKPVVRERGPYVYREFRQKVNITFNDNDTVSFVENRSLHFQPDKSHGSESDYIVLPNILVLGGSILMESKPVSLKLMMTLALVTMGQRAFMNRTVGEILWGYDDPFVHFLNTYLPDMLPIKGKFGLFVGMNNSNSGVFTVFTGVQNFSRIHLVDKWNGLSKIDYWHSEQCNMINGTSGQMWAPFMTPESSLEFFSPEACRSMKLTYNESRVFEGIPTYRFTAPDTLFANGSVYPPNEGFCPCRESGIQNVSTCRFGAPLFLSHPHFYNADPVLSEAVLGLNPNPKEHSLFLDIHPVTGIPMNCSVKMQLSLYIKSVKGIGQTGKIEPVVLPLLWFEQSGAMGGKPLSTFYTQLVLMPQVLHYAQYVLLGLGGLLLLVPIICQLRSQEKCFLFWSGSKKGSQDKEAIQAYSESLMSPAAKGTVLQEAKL
# PvdQ acylase: P. aeruginosa PvdQ acylase inhibitors, primary screen, biochemical, fluorescence, plate reader and imaging, single point | PvdQ acylase [Pseudomonas aeruginosa LESB58] | purified PvdQ acylase | inhibition, % at 10 µM | 340,000 tested, 0.063% active | AID 488965, 2010; in the data active = inhibition above about 30%, passing the limit was not always enough;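 note: 0% = vehicle neutral wells and 100% = reference inhibitor wells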
# Rtt109 Vps75: inhibitors of C. albicans Rtt109/Vps75 HAT, primary screen, biochemical, ThioGlo CoA-SH fluorescence, plate reader; Histone acetyltransferase RTT109 (Candida albicans (strain SC5314 / ATCC MYA-2876)), …; purified Rtt109/Vps75, 4 h; inhibition, % at 34.9 µM; 330,000 tested, 0.16% active;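 active = inhibition of at least 50% in every replicate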
# Target sequence (Q5AAJ8 whole entry, looked up): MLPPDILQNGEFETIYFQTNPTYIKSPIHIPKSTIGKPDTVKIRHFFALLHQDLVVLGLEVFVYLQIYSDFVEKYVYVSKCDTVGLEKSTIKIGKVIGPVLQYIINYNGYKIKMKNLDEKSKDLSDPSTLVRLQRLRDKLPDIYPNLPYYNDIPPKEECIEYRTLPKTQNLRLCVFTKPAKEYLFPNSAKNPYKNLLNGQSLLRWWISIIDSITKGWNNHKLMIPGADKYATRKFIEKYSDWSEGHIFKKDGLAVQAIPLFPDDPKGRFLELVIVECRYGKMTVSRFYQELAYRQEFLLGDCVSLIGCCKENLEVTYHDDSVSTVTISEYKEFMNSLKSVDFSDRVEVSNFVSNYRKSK
# NSD2 HMT inh: NSD2 histone methyltransferase inhibitors, primary screen, biochemical, AlphaScreen, single concentration, set 2; Histone-lysine N-methyltransferase NSD2 (Homo sapiens), O96028; NSD2 peptide methylation, 120 min; inhibition, % at 12.5 µM; 310,000 tested, 0.54% active; AID 743445, 2014; in the data active = inhibition above about 50%
# SR-BI DiI-HDL act: activators of SR-BI mediated DiI-HDL uptake, primary screen, ldlA[mSR-BI] CHO cells, DiI fluorescence; 3 h; 100 = double the neutral-control signal; activation, % at 12.5 µM; 320,000 tested, 0.096% active; AID 504775, 2011;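 active = mean replicate activation of at least 60% and every replicate at or above 60%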;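 note: 0% = median plate neutral-control signal and 100% = twice that signal; values of inactives mirror those of a sister screen read the other way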
#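 Test system: SR-BI-overexpressing, LDLR-lacking CHO cells; Also added: labelled HDL, 10 µg/mL; Measured by: bottom-read cell fluorescence after medium removal, ex 550/em 595 nm; Timing: 3 h uptake period with compound, 37 °C; Buffer or medium: F12, 0.5% BSA, 25 mM HEPES; Doses: single compound concentration, delivered by pin transfer.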
# PfHsp90 yeast 2: growth inhibition of PfHsp90-expressing yeast, primary screen, antimalarial PfHsp90 inhibitor project, S. cerevisiae, BacTiter-Glo luminescence, single point, set 2. BacTiter-Glo ATP, 48 h; yeast lacking PDR1 and PDR3 efflux regulators. inhibition, % at 9.4 µM. 310,000 tested, 0.32% active. AID 504621, 2011;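 active = every replicate shows inhibition above about 80%, whatever the replicate mean, limit read from the data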;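 note: 0% = DMSO neutral controls and 100% = 20 µM radicicol positive controls; yeast relying on Plasmodium falciparum Hsp90 in place of its own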
# MITF act: activators of MITF-driven TRPM1 promoter reporter, primary screen, cell-based, SK-MEL-5, luciferase, single point. activation, % at 12.5 µM. AID 588334, 2011. SK-MEL-5 TRPM1-promoter luciferase, 24 h; % of positive control, neutral wells = 0. 300,000 tested, 0.75% active;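 active = mean activation of at least 80% with every replicate also reaching 80%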;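 note: 0% = neutral control wells and 100% = parthenolide positive control wells; values of inactives mirror those of a sister screen read the other way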
# CAL PDZ FP-1: CAL PDZ peptide-binding inhibitors, primary screen, biochemical, fluorescence polarization, Cer-tagged CAL PDZ, HTS | purified CAL PDZ, TMR-peptide fluorescence polarization, 1 h | 330,000 tested, 0.02% active | inhibition, % at 20 µM | AID 504414, 2011;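 active = highest replicate inhibition of at least 40%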;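 note: plate controls were DMSO neutral control wells for no effect and unlabeled competitor peptide control wells for full effect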
#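 Material – purified CerCALP PDZ construct · Detection – FP readout, S and P plane fluorescence · Measure – percent inhibition from loss of millipolarization · Controls – unlabelled peptide for full inhibition, DMSO wells as neutral · Probe or stimulus – TMR-labelled reporter peptide T*-PRC34 bound in PDZ groove · Times – 1 h at RT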
# CAL PDZ FP-2: untagged CAL PDZ binding inhibitors, primary screen, biochemical, fluorescence polarization, HTS; purified CAL PDZ, TMR-peptide fluorescence polarization, 1 h; inhibition, % at 24.9 µM; 300,000 tested, 0.92% active; AID 602252, 2012;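 active = mean inhibition of at least 30% with at least half of replicates also reaching 30%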;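 note: 0% = DMSO neutral control and 100% = excess unlabeled competitor peptide PRC23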
# An asterisk follows results filed as active; / = not tested or not shown.
SMILES,dFosB activator,SR-BI HDL uptake,PvdQ acylase,Rtt109 Vps75,NSD2 HMT inh,SR-BI DiI-HDL act,PfHsp90 yeast 2,MITF act,CAL PDZ FP-1,CAL PDZ FP-2
COc1ccc(CNn2c(C)nc3ccccc3c2=O)cc1,-5,10,9,/,-1,-10,6,-5,-3.5,-3
COc1ccc2cc(-c3ccccc3)c(=O)oc2c1,-13,-14,2,3,-15,14,14,36,-2.7,-2
COc1ccc(OCCC(=O)NCCN2CCOCC2)cc1,-5,-15,3,-6,-4,15,-9,-3,0.4,1
CC(C)C(=O)Nc1cc(S(=O)(=O)N2CCOCC2)ccc1N1CCCCC1,-3,-7,-4,-2,3,7,-3,7,1.2,-3
CCCN(CC(=O)Nc1ccccc1OC)C(=O)c1cc(-c2ccccc2)nn1-c1ccccc1,0,-5,-11,-2,0,5,-8,1,-1.6,-1
Cc1ccc2[nH]c(CNC(=O)c3ccccc3F)cc2c1,-5,6,-1,-6,8,-6,19,0,2.1,1
CCN1C(=O)N[C@H](c2ccccc2)C(C(C)=O)=C1C,0,-13,-1,6,/,13,-39,5,-0.7,3
Cc1ccnc(NC(=O)COc2c(C)cc(C)cc2[N+](=O)[O-])c1,3,98*,-8,-5,-2,-98,-10,12,-0.2,-3
Cc1cccc(-c2noc(CN(C(=O)C(c3ccccc3)c3ccccc3)C(C)C)n2)c1,-11,1,-4,3,/,-1,30,/,-1.5,-12
Fc1cnc(Cl)nc1NC1CCCCC1,2,-12,0,-3,-1,12,-1,9,1.0,-1
COc1ccccc1NS(=O)(=O)c1ccc(-c2cnc(C3CC3)o2)cc1,-17,15,-6,8,-6,-15,-5,-26,2.4,0
COc1cc(C(=O)Nc2nnc(CC(=O)NCc3ccccc3)s2)cc(OC)c1OC,-2,3,-6,-13,1,-3,5,15,-0.4,-4
O=C(N/C=C\c1ccccc1)NCc1ccc(Cl)cc1,-2,-23,-5,-1,1,23,-5,-8,0.8,-1
Cn1c(SCCOc2ccc(F)cc2)nnc1-c1ccncc1,3,-18,5,27,/,18,29,14,-1.6,-3
O=C(NCC(c1ccco1)N1CCCC1)c1cn(Cc2ccccc2)nc1-c1ccccc1 (stereo unspecified),0,-12,1,-7,2,12,-21,-10,0.2,1
O=C(NC(=S)Nc1ccccc1N1CCCC1)c1cccc(F)c1,-1,24,-6,-7,7,-24,-13,-2,-3.0,2
Cc1cc(O)c(C(C)C)cc1NC(=O)c1ccccc1Cl,-4,-1,0,14,-2,1,5,0,0.1,-4
COc1ccc(C)cc1N(CC(=O)N/N=C/c1ccc2c(c1)OCO2)S(C)(=O)=O,-2,27,-5,-5,4,-27,-16,0,-2.1,-1
O=C(Cc1ccccc1)NCCn1ccc2ccccc21,-1,7,-7,-2,/,-7,11,-8,-1.3,0
CC(Oc1ccc(Br)cc1)C(=O)Nc1ccc(N2CCOCC2)cc1N1CCOCC1 (stereo unspecified),-16,23,-7,1,7,-23,5,-4,-1.4,-2
COc1c(C(=O)Nc2ccc(Cc3ccncc3)cc2)ccc2ccccc12,-6,14,4,45,3,-14,-1,10,-1.7,-2
O=[N+]([O-])c1cccc(/C=N/NC2=NS(=O)(=O)c3ccccc32)c1,-1,-9,7,9,2,9,-14,7,-2.3,-6
C[n+]1cccc(C(=O)N/N=C/c2ccc3c(c2)OCO3)c1,-1,-3,-2,1,-5,3,6,6,-3.0,-5
Cc1cc(-c2ccccc2)c2c3c(cn2n1)c(=O)n(C)c(=O)n3C,-2,36,-9,3,/,-36,38,/,-2.3,1
COc1ccccc1CNC(=O)CC1C(=O)NCCN1C1Cc2ccccc2C1 (stereo unspecified),-5,-4,-7,1,7,4,-5,-14,-3.2,-3

# 5 of the compounds above, as tab-separated lines.
SMILES	dFosB activator	SR-BI HDL uptake	PvdQ acylase	Rtt109 Vps75	NSD2 HMT inh	SR-BI DiI-HDL act	PfHsp90 yeast 2	MITF act	CAL PDZ FP-1	CAL PDZ FP-2
O=[N+]([O-])c1cccc(/C=N/NC2=NS(=O)(=O)c3ccccc32)c1	-1	-9	7	9	2	9	-14	7	-2.3	-6
COc1ccc(C)cc1N(CC(=O)N/N=C/c1ccc2c(c1)OCO2)S(C)(=O)=O	-2	27	-5	-5	4	-27	-16	0	-2.1	-1
COc1ccccc1NS(=O)(=O)c1ccc(-c2cnc(C3CC3)o2)cc1	-17	15	-6	8	-6	-15	-5	-26	2.4	0
COc1c(C(=O)Nc2ccc(Cc3ccncc3)cc2)ccc2ccccc12	-6	14	4	45	3	-14	-1	10	-1.7	-2
Cc1cc(O)c(C(C)C)cc1NC(=O)c1ccccc1Cl	-4	-1	0	14	-2	1	5	0	0.1	-4

# Next part.
SMILES,dFosB activator,SR-BI HDL uptake,PvdQ acylase,Rtt109 Vps75,NSD2 HMT inh,SR-BI DiI-HDL act,PfHsp90 yeast 2,MITF act,CAL PDZ FP-1,CAL PDZ FP-2
CN(CCC#N)C(=O)COC(=O)c1ccc2c(c1)C(=O)N(C1CCCCC1)C2=O,5,21,-2,4,-3,-21,0,-7,-2.8,-2
CNc1nnc(-c2ccco2)s1,2,0,6,-1,1,0,-20,/,-0.8,-7
CCOC(=O)N1C2C=C(C)[C@@H]2[C@@H]2CC(=O)N21 (stereo partly specified),3,-53,20,-6,0,53,-7,0,-1.2,-5
COc1cccc(-c2ccc(NC(=O)C3CCCN(Cc4cnn(C(C)C)c4)C3)cc2)c1 (stereo unspecified),16,22,21,10,2,-22,13,17,0.4,-3
CC(C)n1c(SCC(=O)Nc2nncs2)nnc1C1CC1,-1,16,2,-15,-1,-16,-2,2,-0.5,-5
COCCN(C(=O)COC(=O)/C=C/c1ccc(SC)cc1)c1c(N)n(Cc2ccccc2)c(=O)[nH]c1=O,21*,19,2,1,0,-19,-23,18,0.0,1
CCOC(=O)c1c(C)[nH]c(C(=O)Cn2nnc(-c3ccccc3)n2)c1C,0,6,-5,-3,1,-6,67,3,-1.4,-3
CCOc1ccc(Br)cc1C1=NN(C(C)=O)C(c2ccc([N+](=O)[O-])s2)O1 (stereo unspecified),-3,5,-3,2,2,-5,108*,/,-0.2,0
COc1ccc(-c2nonc2NC(=O)c2oc3ccccc3c2C)cc1OC,15,4,8,17,2,-4,-4,-15,-1.3,7
CC1CN(C(=O)c2cc(F)c(F)cc2Cl)CC(C)O1 (stereo unspecified),1,-21,-15,-5,3,21,16,-7,-0.5,/
COc1ccc(S(=O)(=O)N2CCCC(C(=O)NCC3CCCO3)C2)cc1Cl (stereo unspecified),3,-5,-12,-6,-2,5,-4,-6,-1.2,-8
COc1ccc(CN(C(=O)c2cnccn2)C(C(=O)Nc2ccc(F)cc2)c2ccccc2)cc1 (stereo unspecified),-8,/,-7,-1,-2,/,7,10,-2.1,-3
C=CC[n+]1c(C)csc1Nc1ccc(C(=O)O)cc1,1,-21,-10,/,-3,21,-10,2,-1.0,-3
Cc1c(C)n(Cc2ccc(Cl)cc2)c2ccc(C(=O)NCCCN3CCOCC3)cc12,8,29,2,17,15,-29,-105,-3,0.2,-2
CCOC(=O)c1cnn(-c2ccccc2)c1-n1cccc1C(=O)C(=O)N(C)C,-1,-12,-12,-15,3,12,-2,3,-2.6,1
CNC(=O)C(Sc1ccccc1)c1ccccc1 (stereo unspecified),4,-1,2,-19,/,1,/,/,/,-1
COc1ccccc1/C=N/Nc1nc(C)c(C(C)=O)s1,0,24,-1,2,/,-24,10,/,-1.3,-4
COc1ccc(CC(=O)N2CCN=C2SC)cc1,0,/,-12,3,/,/,1,-2,-0.1,2
O=C(NNC(=O)c1cccc(S(=O)(=O)N2CCN(c3ccccc3)CC2)c1)c1ccc(Cl)cc1,58*,-15,0,14,4,15,-36,3,0.6,-1
O=C(NCC1CCCO1)C(c1ccco1)N(Cc1ccc(F)cc1)C(=O)CN1C(=O)c2ccccc2S1(=O)=O (stereo unspecified),-4,-2,-15,-5,-2,2,21,-2,-2.1,1
O=C(CSc1ccccn1)Nc1ccc(Br)cn1,2,-9,-11,-4,-3,9,-10,22,-0.8,/
CCOC(=O)CN1C(=O)c2ccccc2C1=O,1,-2,-11,-2,0,2,24,9,0.7,51*
CCn1c(SCC(=O)Nc2ccc(N3CCOCC3)cc2)nnc1-c1ccco1,4,-17,3,-5,-2,17,-17,-3,-0.4,-5
CCOC(=O)COc1cccc2c(=O)n(CC(=O)N3CCC(C)CC3)ccc12,-5,-6,-6,3,/,6,26,/,-0.6,/
COCCCn1c(=S)[nH]c2c(sc3ccccc32)c1=O,-7,-22,-1,1,-2,22,-6,1,-2.2,-9
# Continued:
SMILES,dFosB activator,SR-BI HDL uptake,PvdQ acylase,Rtt109 Vps75,NSD2 HMT inh,SR-BI DiI-HDL act,PfHsp90 yeast 2,MITF act,CAL PDZ FP-1,CAL PDZ FP-2
CN(C)S(=O)(=O)N1CCN(CC(O)COc2ccc(C(=O)c3ccccc3)cc2)CC1 (stereo unspecified),-9,22,-8,8,1,-22,-14,-9,-0.4,-3
COc1ccc(CCNC(=O)Cn2nc([N+](=O)[O-])c(Br)c2C)cc1OC,-4,-4,12,2,-2,4,7,3,-0.5,/
O=S(=O)(Nc1cccc(-c2ccc(N3CCCCCC3)nn2)c1)c1cccc(F)c1,-11,12,-8,6,2,-12,0,98*,-5.1,-3
CC(C)CCn1cnc2c(cnn2-c2ccc(Cl)cc2)c1=O,0,-23,1,23,-1,23,-1,15,-0.2,5
CCCCC(=O)N1CCN(c2nc3ccc(Cl)cc3s2)CC1,-7,7,-26,-3,-4,-7,-6,57,-2.2,9
COc1cc(CC(=O)Nc2nccs2)cc(OC)c1OC,-2,10,-5,-11,-2,-10,/,2,-0.4,0
COc1ccc(C(c2sc3nc(C)nn3c2O)N2CCN(Cc3ccccc3)CC2)cc1OC (stereo unspecified),7,-16,-1,1,/,16,3,4,0.2,-6
CCc1ccc(N=c2c([N+](=O)[O-])nn(-c3ccccc3)n2O)cc1,-7,15,11,6,0,-15,-3,20,-0.3,/
COc1cc(C(=O)NCC(=O)NCCCSc2ccccc2)cc(OC)c1OC,-3,10,5,-1,/,-10,/,-1,0.0,-1
COc1ccc(CCC(=O)N2CCc3ccccc32)cc1,-10,-9,-7,26,2,9,-7,/,-1.9,0
